# PPARg SRC-1 ag = PPARgamma agonists recruiting SRC-1 coactivator, primary screen, biochemical. Peroxisome proliferator-activated receptor gamma (Homo sapiens), P37231. PPARgamma-SRC-1 coactivator recruitment biochemical assay. activation, % at 8 µM. 0.41% of 200,000 active. AID 631, 2007; in the data active = activation above about 19%;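 also: 0% = DMSO and 100% = reference agonist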
# TNAP inh hiacc = human TNAP enzyme inhibitors, primary screen, biochemical, luminescent, high phosphate acceptor level, uHTS | Alkaline phosphatase, tissue-nonspecific isozyme (Homo sapiens), P05186 | purified TNAP, CDP-star luminescence, 1 M DEA | inhibition, % at 20 µM | 0.03% of 200,000 active;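 active = over 50% inhibition of tissue-nonspecific alkaline phosphatase at 20 µM in the single-dose screen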;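 also: plate controls were DMSO wells for no effect and EDTA-quenched wells as full inhibition for full effect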
# Target sequence (P05186 whole entry, looked up): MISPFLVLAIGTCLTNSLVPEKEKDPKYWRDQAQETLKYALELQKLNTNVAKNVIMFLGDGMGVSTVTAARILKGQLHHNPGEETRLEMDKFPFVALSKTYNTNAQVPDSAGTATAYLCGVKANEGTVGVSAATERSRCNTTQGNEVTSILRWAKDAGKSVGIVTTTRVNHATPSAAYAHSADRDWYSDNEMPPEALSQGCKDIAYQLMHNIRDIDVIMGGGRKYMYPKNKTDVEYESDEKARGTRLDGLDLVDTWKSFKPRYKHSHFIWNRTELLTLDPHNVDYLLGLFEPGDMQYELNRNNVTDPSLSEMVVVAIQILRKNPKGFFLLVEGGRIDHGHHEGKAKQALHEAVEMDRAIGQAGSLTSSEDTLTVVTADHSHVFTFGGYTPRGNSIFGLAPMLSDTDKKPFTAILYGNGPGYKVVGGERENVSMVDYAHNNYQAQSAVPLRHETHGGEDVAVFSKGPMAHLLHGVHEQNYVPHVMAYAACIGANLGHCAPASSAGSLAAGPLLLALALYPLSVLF
# Efa HMGR inh = inhibitors of E. faecalis class II HMGR, primary screen, biochemical, Enterococcus faecalis. HMG-CoA reductase (Enterococcus faecalis, mvaE). purified E. faecalis HMGR, NADPH absorbance 340 nm kinetic. inhibition, % at 10 µM. AID 1066, 2008. 0.41% of 190,000 active;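 active = inhibition above a set limit, the median over all tested compounds plus 3 SD, cut at about 9.5% in these data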;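 also: enzyme runs in reverse so mevalonate oxidation gives rising NADPH absorbance; 0% = complete reaction with DMSO and 100% = background rate lacking mevalonate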
# bIAP inhibitor = bovine intestinal alkaline phosphatase inhibitors, primary screen, selectivity assay for TNAP inhibitor project, biochemical, bovine IAP, CDP-star luminescence; inhibition, % at 20 µM; purified bovine IAP, 30 min; AID 1019, 2008; alkaline phosphatase, intestinal [Bos taurus]; 190,000 tested, under 10 active;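 active = over 50% inhibition of intestinal alkaline phosphatase at 20 µM in the single-dose screen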
#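 Assay system: bovine IAP enzyme; medium: DEA buffer 100 mM, pH 9.8, with MgCl2 1.0 mM, ZnCl2 0.02 mM; doses: 20 µM single dose; incubation: enzyme reaction for 30 min at room temperature; detection: CDP-star luminescence signal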
# TNAP act hi DEA = TNAP activators at high phosphate acceptor level, primary screen, biochemical, luminescence, uHTS; purified TNAP, CDP-star luminescence, 1 M DEA, 30 min; stronger effect = higher value; 0 = EDTA background, 1 = DMSO-only activity; activation factor at 20 µM; 200,000 tested, under 10 active;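 active = activation factor at least 2 at 20 µM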
#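 Test system – human TNAP · Doses – 20 µM single point · Incubation – 30 min, room temperature · Signal – luminescent substrate turnover signal · Read-out basis – activation factor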
# bIAP activator = bovine intestinal alkaline phosphatase activators, primary screen, biochemical, bovine IAP, CDP-star luminescence; 0.17% of 200,000 active; AID 1016, 2008; activation factor at 20 µM; purified bovine IAP, 30 min; stronger effect = higher value; fold of DMSO-control signal, blank-subtracted;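 active = activation factor of 2 or more at 20 µM, a signal rise over negative controls twice the positive control's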
# PPARg SRC-3 ag = PPARgamma agonists recruiting SRC-3 coactivator, primary screen, biochemical; 0.26% of 200,000 active; activation, % at 8 µM; Peroxisome proliferator-activated receptor gamma (Homo sapiens), P37231; AID 731, 2007; biochemical PPARgamma/SRC-3 coactivator recruitment assay; in the data active = activation above about 23%;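 also: 0% = DMSO and 100% = reference agonist; some compounds past the cut are filed as inactive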
# TR-FRET SRC-2 ct = TR-FRET signal artefacts, primary screen, artefact control for PPARgamma SRC-2 agonist project, biochemical. 0.4% of 200,000 active. AID 1049, 2008. TR-FRET ratio at 8 µM. TR-FRET artefact counter-screen; stronger effect = higher value; in the data active = TR-FRET ratio above about 2000; also: inactives centre near 1500
# TNAP inh noacc = human TNAP enzyme inhibitors, primary screen, biochemical, luminescent, no phosphate acceptor, uHTS. Alkaline phosphatase, tissue-nonspecific isozyme (Homo sapiens), P05186. purified TNAP, CDP-star luminescence, 30 min. inhibition, % at 20 µM. 0.26% of 200,000 active;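 active = tissue-nonspecific alkaline phosphatase inhibition above about 50% at 20 µM in the single-dose screen, limit read from the data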;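 also: 0% = DMSO negative control and 100% = EDTA positive control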
# PPARg SRC2 recr = agonists of PPARg-SRC-2 recruitment, primary screen, biochemical, HTS; Peroxisome proliferator-activated receptor gamma (Homo sapiens), P37231; PPARgamma LBD-SRC-2 recruitment; activation, % at 8 µM; 0.34% of 200,000 active; in the data active = activation above about 22%;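 also: 0% = vehicle and 100% = reference agonist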
# The depositor's hits bear a star.
nr	Structure	PPARg SRC-1 ag	TNAP inh hiacc	Efa HMGR inh	bIAP inhibitor	TNAP act hi DEA
1	COc1ccc(OC)c(Nc2ncnc3c2cnn3-c2cccc(C)c2)c1	6	-4	-2	6	1
2	O=C(N1CCCCCC1)N1CCN(S(=O)(=O)c2ccccc2)CC1	-2	-5	-1	7	1.1
3	COc1ccccc1NC(=O)Nc1ncccc1C	5	-3	-3	7	1
4	O=C(c1ccc(Cl)c(Cl)c1)c1cnc(Nc2ccccc2)s1	0	0	4	28	1
5	COc1cccc(OCCCCCN2CCOCC2)c1	-3	-6	1	1	1.1
6	COc1cc(S(=O)(=O)NCc2ccccc2)ccc1Br	1	-2	2	-2	1
7	CCn1cc(CNCc2cn(C)nc2-c2ccc(C3CCCCC3)cc2)cn1	22*	-3	0	4	1
8	COc1cccc(CNC(=O)CCC2CCCN(c3cc(C)nc(N(C)C)n3)C2)c1 (stereo not given)	-2	-5	-2	-9	1.1
9	CCn1cc([C@@H]2C[C@H]3CN(Cc4cccc(Cl)c4)C(=O)[C@]34CCCN24)c(C)n1	-5	-9	-4	-4	1.1
10	COc1ccc(S(=O)(=O)NCCN2CCOCC2)c2ccccc12	-7	-3	4	-6	1
11	Cc1cc(C)n(C(CC(=O)O)C(=O)O)n1 (stereo not given)	3	-7	-6	-5	1.1
12	Cn1c(SCC(=O)c2ccc3c(c2)NC(=O)CO3)nc2ccccc21	6	0	1	-16	1
13	CCOc1cc(CNc2ccc(N3CCCC3)cc2)cc(Cl)c1OC	11	9	-5	32	0.9
14	O=C(CCC1CCCCC1)NC1=NCCS1	6	-2	0	4	1

nr	bIAP activator	PPARg SRC-3 ag	TR-FRET SRC-2 ct	TNAP inh noacc	PPARg SRC2 recr
1	0.9	19	1491	2	-1
2	0.9	-7	1503	-9	-3
3	0.9	1	1382	-3	-2
4	0.7	3	1723	-7	6
5	1	2	1643	-13	10
6	1	3	1518	-5	-4
7	1	0	1699	-5	3
8	1.1	6	1444	-13	0
9	1	-3	1512	-12	0
10	1.1	-9	1375	-9	5
11	1	0	1478	2	10
12	1.2	4	1771	0	-2
13	0.7	5	2050*	15	16
14	1	-1	1402	-4	1

# A second format for some results above.
nr | SMILES | PPARg SRC-1 ag | TNAP inh hiacc | Efa HMGR inh | bIAP inhibitor | TNAP act hi DEA | bIAP activator | PPARg SRC-3 ag | TR-FRET SRC-2 ct | TNAP inh noacc | PPARg SRC2 recr
1 | COc1ccc(OC)c(Nc2ncnc3c2cnn3-c2cccc(C)c2)c1 | 6 | -4 | -2 | 6 | 1 | 0.9 | 19 | 1491 | 2 | -1
2 | O=C(N1CCCCCC1)N1CCN(S(=O)(=O)c2ccccc2)CC1 | -2 | -5 | -1 | 7 | 1.1 | 0.9 | -7 | 1503 | -9 | -3
3 | COc1ccccc1NC(=O)Nc1ncccc1C | 5 | -3 | -3 | 7 | 1 | 0.9 | 1 | 1382 | -3 | -2
4 | O=C(c1ccc(Cl)c(Cl)c1)c1cnc(Nc2ccccc2)s1 | 0 | 0 | 4 | 28 | 1 | 0.7 | 3 | 1723 | -7 | 6
5 | COc1cccc(OCCCCCN2CCOCC2)c1 | -3 | -6 | 1 | 1 | 1.1 | 1 | 2 | 1643 | -13 | 10
6 | COc1cc(S(=O)(=O)NCc2ccccc2)ccc1Br | 1 | -2 | 2 | -2 | 1 | 1 | 3 | 1518 | -5 | -4
7 | CCn1cc(CNCc2cn(C)nc2-c2ccc(C3CCCCC3)cc2)cn1 | 22* | -3 | 0 | 4 | 1 | 1 | 0 | 1699 | -5 | 3
8 | COc1cccc(CNC(=O)CCC2CCCN(c3cc(C)nc(N(C)C)n3)C2)c1 (stereo not given) | -2 | -5 | -2 | -9 | 1.1 | 1.1 | 6 | 1444 | -13 | 0
9 | CCn1cc([C@@H]2C[C@H]3CN(Cc4cccc(Cl)c4)C(=O)[C@]34CCCN24)c(C)n1 | -5 | -9 | -4 | -4 | 1.1 | 1 | -3 | 1512 | -12 | 0
10 | COc1ccc(S(=O)(=O)NCCN2CCOCC2)c2ccccc12 | -7 | -3 | 4 | -6 | 1 | 1.1 | -9 | 1375 | -9 | 5

# Rows are unselected (roughly 1.6% active in at least one column).
